RTF Ca sens inh: cardiac RTF calcium desensitization. IANBD-labeled cardiac RTF, Ca2+ fluorescence. inhibition, % at 7.15 µM. 340,000 compounds, 0.12% hits. AID 493244;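 active means inhibition above the mean inhibition of all tested compounds plus 3 SD, cut at about 17% in these data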;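 further: assay run at fixed EC70 calcium of 1.6 mM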
Keap1 Nrf2 FP: disrupts human Keap1 binding to Nrf2 peptide; Q14145; Keap1 Kelch-Nrf2 peptide fluorescence polarization, 1536-well; inhibition, % at 9.4 µM; 340,000 compounds, 0.15% hits; in the data active means inhibition above about 12%;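 further: human Keap1 Kelch domain with fluorescein labeled Nrf2 9mer peptide probe; 0% = neutral control wells and 100% = peptide positive control; higher means more block of Keap1 binding to Nrf2 peptide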
Target sequence (Q14145 whole entry, looked up, the tested form may be a part): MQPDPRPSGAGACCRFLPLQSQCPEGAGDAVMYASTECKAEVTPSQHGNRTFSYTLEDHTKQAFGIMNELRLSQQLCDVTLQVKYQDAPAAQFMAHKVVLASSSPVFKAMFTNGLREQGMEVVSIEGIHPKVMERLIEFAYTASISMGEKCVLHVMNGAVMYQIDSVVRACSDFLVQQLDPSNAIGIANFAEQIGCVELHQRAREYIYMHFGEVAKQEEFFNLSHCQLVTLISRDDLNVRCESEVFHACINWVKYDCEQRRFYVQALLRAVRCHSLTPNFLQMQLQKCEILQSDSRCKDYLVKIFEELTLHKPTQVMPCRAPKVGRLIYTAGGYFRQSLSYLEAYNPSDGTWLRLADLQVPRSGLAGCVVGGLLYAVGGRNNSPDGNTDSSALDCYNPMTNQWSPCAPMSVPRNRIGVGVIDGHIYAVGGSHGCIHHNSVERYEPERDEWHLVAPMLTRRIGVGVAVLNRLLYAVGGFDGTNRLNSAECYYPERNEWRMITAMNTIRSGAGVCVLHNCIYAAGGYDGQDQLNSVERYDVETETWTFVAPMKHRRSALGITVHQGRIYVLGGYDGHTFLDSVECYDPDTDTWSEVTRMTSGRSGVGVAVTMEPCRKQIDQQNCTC
NSD2 inh: inhibitors of human histone methyltransferase NSD2 | NSD2 peptide methylation, AlphaScreen, 120 min | AID 743445 | inhibition, % at 12.5 µM | 310,000 compounds, 0.54% hits | O96028; in the data active means inhibition above about 50%
SR-BI uptake up: activators of SR-BI mediated HDL lipid uptake | 320,000 compounds, 0.096% hits | activation, % at 12.5 µM | CHO ldlA[mSR-BI] cells, DiI-HDL uptake fluorescence, 3 h; 100 = double the neutral-control signal;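 active means mean replicate activation of at least 60% and every replicate at or above 60%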;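 further: 0% = median plate neutral-control signal and 100% = twice that signal; values of inactives mirror those of a sister screen read the other way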
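Material – SR-BI-overexpressing, LDLR-lacking CHO cells · Medium – BSA-supplemented, HEPES-buffered Ham's F12, pH 7.4 · Doses – single concentration · Times – compound with DiI-HDL co-incubation, 3 h at 37 °C · Measured by – bottom-read fluorescence, 550/595 nm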
Arrestin-AP2 inh: blocks beta-arrestin peptide binding to AP2 adaptin | FITC-arrestin peptide / GST-AP2 beads, flow cytometry; AP2 beta2 appendage carries R879A mutation | inhibition, % at 10 µM | 340,000 compounds, 0.31% hits | AID 504490;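 active means inhibition above a set limit, near 3 SD of compounds lacking own fluorescence, cut at about 54% in these data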;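 further: plate controls were DMSO wells for no effect and 5 µM unlabelled arrestin peptide for full effect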
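System: GST-AP2 R879A glutathione beads | Also added: FITC-arrestin peptide, 50 nM | Times: 12 min plus 1 h, RT | Signal: Bead flow cytometry, FITC channel | Buffer or medium: PBS with 0.05% Tween 20 and 0.1% BSA | Read-out basis: Percent drop in bead-associated FITC signal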
LANA DNA inh: inhibitors of KSHV LANA C-terminal domain DNA binding; MBP-C-LANA/FAM-LBS DNA binding, fluorescence polarization; inhibition, % at 9 µM; 340,000 compounds, 0.078% hits; AID 504423;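 active means highest replicate inhibition at or above 60% at 9 µM, even if other replicates fall short; inactive means all replicates below 60% inhibition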;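 further: 0% = neutral control wells and 100% = 4 µM acridine orange control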
SR-BI HDL uptake: mouse SR-BI HDL lipid transfer inhibition; Q61009; ldlA[mSR-BI] CHO cells, DiI-HDL uptake fluorescence, 3 h; inhibition, % at 12.5 µM; 320,000 compounds, 0.96% hits;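 active means mean replicate inhibition of at least 70% and a set share of replicates each scoring 70 or more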;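 further: 0% = median of neutral control wells and 100% = median of positive control wells; values of inactives mirror those of a sister screen read the other way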
Target sequence (Q61009 whole entry, looked up): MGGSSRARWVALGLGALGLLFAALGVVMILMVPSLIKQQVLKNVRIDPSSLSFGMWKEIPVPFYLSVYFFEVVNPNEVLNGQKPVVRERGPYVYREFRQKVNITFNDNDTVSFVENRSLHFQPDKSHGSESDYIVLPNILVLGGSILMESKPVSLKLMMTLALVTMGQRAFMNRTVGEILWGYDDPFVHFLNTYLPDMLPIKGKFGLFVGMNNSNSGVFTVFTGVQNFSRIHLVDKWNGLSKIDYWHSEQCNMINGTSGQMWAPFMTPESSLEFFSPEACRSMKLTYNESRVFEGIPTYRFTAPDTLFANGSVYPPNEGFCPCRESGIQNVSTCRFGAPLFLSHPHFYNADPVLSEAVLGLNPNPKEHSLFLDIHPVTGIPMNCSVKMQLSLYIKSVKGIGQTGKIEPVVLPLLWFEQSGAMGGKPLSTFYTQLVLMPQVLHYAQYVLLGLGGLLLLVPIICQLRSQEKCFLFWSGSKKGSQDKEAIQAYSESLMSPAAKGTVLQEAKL
PKA-R2B act: activators of human PKA-R2B complex. P22694+P31323. PKA-R2B holoenzyme dissociation, Cy5-IP20 fluorescence polarization; R2B truncated from residue 108, S112A mutant; 0% DMSO only, 100% 113 µM cGMP. activation, % at 11.4 µM. 340,000 compounds, 0.079% hits;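 active means activation above a cutoff set at the mean over all compounds plus 3 SD, cut at about 18% in these data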;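 further: higher means more holoenzyme dissociation and a rise in polarization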
PvdQ acylase: P. aeruginosa PvdQ acylase inhibition | purified PvdQ acylase, fluorescence plate reader | inhibition, % at 10 µM | 340,000 compounds, 0.063% hits; in the data active means inhibition above about 30%, passing the limit was not always enough;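 further: 0% = vehicle neutral wells and 100% = reference inhibitor wells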
DAGLB inhibitor: blocks human DAGLB lipase activity. 340,000 compounds, 0.059% hits. inhibition, % at 5.17 µM. HEK293T DAGLB membrane lysate, EnzChek fluorogenic substrate. Q8NCG7. AID 504411; in the data active means inhibition above about 34%;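 further: 0% = enzyme with vehicle and 100% = wells lacking enzyme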
An asterisk follows results filed as active; . = no result given.

SMILES	RTF Ca sens inh	Keap1 Nrf2 FP	NSD2 inh	SR-BI uptake up	Arrestin-AP2 inh	LANA DNA inh	SR-BI HDL uptake	PKA-R2B act	PvdQ acylase	DAGLB inhibitor
O=C(Nc1cccc(S(=O)(=O)N2CCCCC2)c1)C1CCCC1	-9	-3	-2	-1	-1	0.5	1	3	-15	1
O=C(NC(=S)Nc1ccccc1C(=O)O)c1ccc(-c2ccc(Br)cc2)o1	-10	-4	18	9	-11	1.0	-9	-8	-13	8
COc1ccc(N2C(=O)CCC(C(=O)N3CCCCCC3)C2c2ccc(OC)c(OC)c2)cc1 (configuration not stated)	1	0	-2	-6	-6	0.1	6	0	-11	-1
CCOC(=O)N1CCN(C(=O)C2CCN(S(=O)(=O)c3ccc(F)cc3)CC2)CC1	1	-6	1	-3	14	0.6	3	7	-14	2
CCN(CC)C(=O)CSc1nnc(-c2cc3ccccc3cc2O)n1CC	-4	-6	2	-1	-7	-0.6	1	-12	-4	-1
COc1ccc(Cc2nnc(SCc3nc4ccccc4c(=O)[nH]3)o2)cc1	-1	-3	0	4	16	-0.7	-4	-10	10	1
O=C(CSc1nnc(CNc2ccc(F)cc2)o1)N1c2ccccc2Sc2ccccc21	-1	-5	-3	-36	5	-0.7	36	5	-5	-2
N#Cc1ccc(CSc2ccc(S(=O)(=O)N3CCCCCC3)cn2)cc1	-10	-5	-2	6	2	-0.8	-6	9	-9	-3
COc1ccc(C(=O)Nc2cccc(-c3nnc(-c4ccco4)o3)c2)cc1	-8	-4	-2	-48	-2	-0.8	48	9	-7	-1
Cn1c(=S)c2[nH]c(SCCN)nc2n(C)c1=O	2	-6	-3	8	-8	-1.3	-8	6	-6	4
C=CCN(CC=C)CCOc1cccc(Oc2ccccc2)c1	-9	4	1	-5	29	-1.5	5	-10	-2	-10
N#C/C(=C\c1ccc(OCc2ccc(Br)cc2)cc1)C(=O)Nc1cccc(C(=O)O)c1	-2	1	-3	16	-6	14	-16	-4	-2	1
O=C(Nc1ccc(Oc2cccnc2)cc1)c1ccccc1Cl	-11	-2	-2	0	1	0.6	0	-12	-6	1
Cc1cc(OC(=O)c2ccccc2Br)c([N+](=O)[O-])c(=O)[nH]1	-10	-1	.	16	6	-2.3	-16	0	-9	1
Cc1ccc2cc(/C=N/NC(=O)[C@@H]3CCCN3)c(Cl)nc2c1	-7	-3	5	17	28	-2.9	-17	-2	-8	-4
CCN(C(=O)COc1ccc(C)nc1[N+](=O)[O-])C1CCS(=O)(=O)C1 (configuration not stated)	3	-3	-4	15	-2	-0.1	-15	-5	13	-1
CN(Cc1ccccc1)S(=O)(=O)c1ccc(N2CCCC2=O)cc1	-3	6	.	10	-8	1.5	-10	-6	-16	1
CCOC(=O)C1(Cc2ccc(OC)cc2)CCN(C(=O)c2cc(C)nn2C)CC1	-1	-4	-1	7	28	1.3	-7	7	-1	1
COc1cc(O)c(CC=C(C)C)c(O)c1C(=O)CCc1ccc(O)cc1	-3	-2	.	-56	-2	0.1	56	-3	-12	-3
CCN(C[C@H]1N[C@@](Cc2ccccc2)(C(=O)OC)[C@H]2C(=O)N(Cc3ccccc3)C(=O)[C@@H]12)C(C)=O	-1	-3	.	10	4	0.0	-10	-9	3	-1
CCOC(=O)c1c(C=O)c(C)n(Cc2ccc(Cl)cc2)c1C	2	-1	1	-35	24	-0.3	35	-3	-4	-2
COC(=O)C1=C(C)NC(=O)NC1c1c(O)ccc2ccccc12 (configuration not stated)	-1	1	0	10	18	-1.1	-10	6	-9	-2
O=C(CSc1ccccc1)NCC1(N2CCCCC2)CCCCC1	-10	-10	1	-14	3	-1.7	14	5	-7	-3
O=C(CCc1ccccc1)Nc1ccnn1C1CCN(Cc2ncc[nH]2)CC1	-11	0	.	3	2	1.0	-3	-2	-8	1
CCN(CC(=O)Nc1c(F)cccc1F)C(=O)CNC(=O)C1CCCCC1	-27	-5	-2	12	0	0.0	-12	4	-11	1
Cc1cccc(NC(=O)CSc2nnc(CNC(=O)c3ccco3)n2C)c1C	1	1	0	29	-7	-0.7	-29	-4	-4	-1
COc1cc(C=NNC(=O)c2ccc(NS(=O)(=O)c3cccs3)cc2)cc(Br)c1O	-2	0	4	-7	-22	1.9	7	2	-8	-4
COc1cccc(C2c3cc4c(cc3OC(N3CCOCC3)C2C)OCO4)c1O (configuration not stated)	-3	4	3	-7	7	.	7	-15	-17	0
O=C(c1cc2ccccc2oc1=O)N1CCCCCCC1	-6	-1	-4	15	39	2.1	-15	-4	0	-2
CC(C)C(C(=O)NCc1ccco1)N(C(=O)CNS(=O)(=O)c1ccccc1)C1CCCC1 (configuration not stated)	-3	-1	0	10	-8	-0.6	-10	-3	-13	-1

The final two records of the part above come first, to join the parts.
SMILES	RTF Ca sens inh	Keap1 Nrf2 FP	NSD2 inh	SR-BI uptake up	Arrestin-AP2 inh	LANA DNA inh	SR-BI HDL uptake	PKA-R2B act	PvdQ acylase	DAGLB inhibitor
O=C(c1cc2ccccc2oc1=O)N1CCCCCCC1	-6	-1	-4	15	39	2.1	-15	-4	0	-2
CC(C)C(C(=O)NCc1ccco1)N(C(=O)CNS(=O)(=O)c1ccccc1)C1CCCC1 (configuration not stated)	-3	-1	0	10	-8	-0.6	-10	-3	-13	-1
O=c1nccc(N/N=C/c2cccc(O)c2)[nH]1	-6	-4	1	-16	-4	-0.4	16	-4	-9	-4
COc1ccccc1S(=O)(=O)Cc1ccc(C(=O)NCc2ccccc2)o1	-3	1	2	9	-22	0.3	-9	-8	-18	0
CCCN1C(=O)c2ccccc2NC1c1ccc(Cl)cc1 (configuration not stated)	1	3	-1	2	24	3.8	-2	-12	0	-3
COc1ccc(Cn2c(-c3ccc(OC)cc3)n[nH]c2=S)cc1	-4	-2	1	5	13	-2.0	-5	5	-5	1
CCOC(=O)CC1CCCCN1Cc1nc(-c2ccc(F)c(OC)c2)oc1C (configuration not stated)	3	-3	1	6	.	-0.4	-6	0	-8	-2
CCCOc1ccc(C(=O)NCC(C)(C)N2CCOCC2)cc1	-2	-3	-2	13	-3	0.8	-13	-4	-14	0
CCc1ccc(NC(=O)CN2CCN(c3ccc(OC)cc3)CC2)cc1	1	-1	6	31	9	-1.3	-31	8	-3	-2
CSCC[C@H](NC(=O)NCc1cccs1)C(=O)O	0	-1	-9	5	6	1.1	-5	7	-5	2
Cc1cccc(C(=O)OCC(=O)N(C)CC(=O)Nc2ccc(Cl)c(C(F)(F)F)c2)c1	-1	-1	0	5	1	-2.0	-5	-6	-8	-4
CC(C)(C)OC(=O)N1CCCC1C(=O)NCCc1ccccc1 (configuration not stated)	12	-8	-1	18	-19	-0.7	-18	-14	7	2
Cc1ccc(S(=O)(=O)N2CCN(CC(=O)N(CC(C)C)c3c(N)n(CC(C)C)c(=O)[nH]c3=O)CC2)c(C)c1	-7	1	1	0	-27	2.8	0	0	-10	1
C/C(N)=C(/C#N)C(=O)COC(=O)C(c1ccccc1)c1ccccc1	-5	-5	.	12	1	0.4	-12	11	-16	-2
CCn1c(=O)c(C(=O)Nc2ccccc2C)c(O)c2ccccc21	-9	-3	-6	-22	1	-0.9	22	2	-8	3
CCn1cc(C(=O)N[C@@H](C)C(=O)NCCO)c(=O)c2cc3c(cc21)OCO3	-3	0	1	1	-6	-0.9	-1	1	-17	2
CCC(C)c1ccccc1NC(=O)COc1ccc(-n2cnnn2)cc1 (configuration not stated)	4	-4	-3	-29	-2	-0.3	29	-4	12	-2
Cc1cc(C(=O)CSc2nc3ccc(Cl)cc3[nH]2)c(C)n1Cc1ccco1	3	-3	.	-23	27	-0.9	23	-9	4	0
COc1ccc(CN(CC(=O)NCc2ccc(F)cc2)C(=O)CCC(=O)Nc2ccccn2)cc1	2	-1	40	.	26	0.9	.	-7	3	1
CCOC(=O)C1=NNC(C(=O)c2ccccc2)C1c1ccc(OC)cc1 (configuration not stated)	-3	0	0	14	8	0.1	-14	3	-7	-4
O=C(CCc1ccc(S(=O)(=O)NC2CCCCC2)cc1)NCc1ccc(Cl)cc1	-3	4	-1	-39	9	-0.4	39	0	-7	-4
Cc1ccsc1/C=N/NC(=O)CNC(=O)c1ccco1	-1	-3	-1	12	-6	1.2	-12	3	-8	-2
NS(=O)(=O)c1ccc(CCNS(=O)(=O)c2cccc3nsnc23)cc1	-4	-1	0	3	62*	-1.7	-3	3	2	-1
Cc1c(C)[n+](=O)c(-c2ccco2)c(C)n1[O-]	3	3	-1	11	35	0.0	-11	2	4	1
CCOC(=O)C1=CNS(=O)(=O)NC1c1ccc(OC(C)=O)cc1 (configuration not stated)	1	0	.	-16	0	-3.1	16	-5	12	0
CCOC(=O)c1c(C)nc(C)c(C(=O)OCC)c1-c1ccco1	-3	-7	14	-3	-11	0.9	3	3	-16	0
Cc1ccc(NC(=O)NCCCl)cc1S(=O)(=O)N1CCOCC1	0	-3	-2	.	-7	-0.7	.	-7	-9	-1
COC(=O)C1=C(C)N(Cc2ccccc2)C(=NCCc2cccnc2)N[C@H]1c1ccccc1	0	6	.	-6	6	1.0	6	-2	1	-3
COc1ccc(N2C(=O)c3ccc(C(=O)OC(C)C)cc3C2=O)cc1	-1	-1	1	9	19	0.2	-9	0	6	0
C=CCN1C(=O)C(Cc2ccc(F)cc2)S/C1=N/N=C/c1cccs1 (configuration not stated)	1	1	-2	-34	10	-0.6	34	-3	-1	-15
Cc1cc(-c2nnc(CCC(=O)N3CCN(Cc4cccc(F)c4)CC3)o2)c(C)o1	-13	4	2	-20	-17	0.5	20	-11	-3	-1
CC(C)Cc1ccc(C(=O)Nc2ccc(Cc3ccncc3)cc2)o1	2	-7	1	-6	16	-3.4	6	-4	-15	-5

Single values from the entries so far.
COc1ccc(N2C(=O)c3ccc(C(=O)OC(C)C)cc3C2=O)cc1 in PvdQ acylase is listed with 6
Cc1ccc(NC(=O)NCCCl)cc1S(=O)(=O)N1CCOCC1 in Arrestin-AP2 inh is listed with -7
CCOC(=O)c1c(C)nc(C)c(C(=O)OCC)c1-c1ccco1 in SR-BI uptake up is listed with -3

Carrying on.
SMILES	RTF Ca sens inh	Keap1 Nrf2 FP	NSD2 inh	SR-BI uptake up	Arrestin-AP2 inh	LANA DNA inh	SR-BI HDL uptake	PKA-R2B act	PvdQ acylase	DAGLB inhibitor
CCc1ccc(-c2nnn(CCC#N)n2)cc1	4	-1	-1	6	-9	0.1	-6	1	-16	-5
COc1ccc(OC)c(NC(=O)c2ccccc2NS(=O)(=O)c2cccc3cccnc23)c1	-1	-3	0	-7	-3	-2.0	7	-3	1	2
O=C(NCC(c1ccco1)N1CCCC1)c1cccc(NS(=O)(=O)c2ccc(Br)cc2)c1 (configuration not stated)	-8	1	5	25	-6	2.6	-25	-3	-3	0
Cc1nc(NCC2CCCO2)[nH]c(=O)c1CCC(C)C (configuration not stated)	-7	-7	1	11	8	2.9	-11	-3	-2	1
CC(C)O/C(=N/S(=O)(=O)c1ccc(Cl)cc1)c1ccccc1	-6	0	-3	-28	-7	1.6	28	-11	-30	-1
COc1ccccc1N1CCN(C(=O)c2cc3c(=O)n4cccc(C)c4nc3s2)CC1	0	0	-9	-21	31	-0.6	21	-13	5	-3
